D1 potentiator: potentiators of human D1 dopamine receptor. P21728. HEK293 TREx D1 cells, calcium flux, dopamine EC20 potentiation. potentiation, % at 10 µM. 0.036% of 360,000 active. AID 504651; in the data active = potentiation above about 30%; note: 0% is about no effect
Target sequence (P21728 whole entry, looked up): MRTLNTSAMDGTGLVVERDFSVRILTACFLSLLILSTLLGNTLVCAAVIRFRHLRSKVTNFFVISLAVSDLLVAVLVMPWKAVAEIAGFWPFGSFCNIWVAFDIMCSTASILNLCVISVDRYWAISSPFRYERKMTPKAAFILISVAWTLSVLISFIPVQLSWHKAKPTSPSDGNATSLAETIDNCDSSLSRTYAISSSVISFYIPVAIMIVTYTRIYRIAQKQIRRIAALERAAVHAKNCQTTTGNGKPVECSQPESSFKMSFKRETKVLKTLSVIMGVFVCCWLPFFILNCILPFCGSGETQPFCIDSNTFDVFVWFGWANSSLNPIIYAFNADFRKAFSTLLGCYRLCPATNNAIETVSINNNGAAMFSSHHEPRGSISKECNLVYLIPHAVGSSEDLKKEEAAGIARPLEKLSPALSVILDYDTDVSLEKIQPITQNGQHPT
D1 antag: human D1 dopamine receptor antagonism. P21728. HEK293 TREx D1 cells, calcium flux, dopamine EC80; hits give low values. activity change, negative = inhibition, % at 10 µM. 3.2% of 360,000 active. AID 504652; in the data active = activity change below about -30%; note: % is set by controls: 0 for no effect and ±100 for the full control effect
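Inducible Hek293 Trex D1 cells (tetracycline, overnight, 30 C). Calcium dye 30–90 min RT. Antagonist mode: EC80 dopamine added after 180 s compound read.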
D2 ag: activates the human D2 dopamine receptor | activation, % at 2 µM | AID 485358 | 0.53% of 340,000 active | HEK293 T-REx D2 cells, calcium flux agonist mode;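 active = activation over 3 SD above normal in the single-dose calcium agonist read, cut at about 30% in these data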; note: 0% is about no effect
Target sequence (P14416 whole entry, looked up): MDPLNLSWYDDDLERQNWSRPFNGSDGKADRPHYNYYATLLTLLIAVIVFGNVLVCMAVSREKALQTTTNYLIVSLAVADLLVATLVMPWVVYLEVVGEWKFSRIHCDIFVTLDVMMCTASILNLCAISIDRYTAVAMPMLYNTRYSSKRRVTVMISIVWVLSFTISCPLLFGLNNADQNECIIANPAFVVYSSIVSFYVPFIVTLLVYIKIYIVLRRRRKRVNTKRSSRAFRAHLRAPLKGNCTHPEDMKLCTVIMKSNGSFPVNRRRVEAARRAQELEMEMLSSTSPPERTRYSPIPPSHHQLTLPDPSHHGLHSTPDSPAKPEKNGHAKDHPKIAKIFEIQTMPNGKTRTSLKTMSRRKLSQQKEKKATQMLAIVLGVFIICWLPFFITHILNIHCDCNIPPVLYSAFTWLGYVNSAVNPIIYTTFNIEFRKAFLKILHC
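HEK293 Trex D2 cells, tetracycline-induced, o/n 30 C 5% CO2; no-wash Ca dye, RT 30–90 min; 10-cycle baseline, 23 nl cpd added, kinetic Ca read 180 s; agonist hits = positive Ca response.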
D2 potentiator: positive allosteric modulators of human D2 dopamine receptor; P14416; potentiation, % at 10 µM; 0.34% of 340,000 active; HEK293 T-REx D2, calcium flux, EC20 dopamine potentiation;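 active = potentiation over 3 SD above the plate norm, cut at about 30% in these data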; note: 0% is about no effect
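Primary screen. Calcium kinetics in induced HEK293 T-REx D2 cells: compound pre-addition 180 s, EC20 dopamine, 180 s more.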
RXFP1 antagonist: RXFP1 (human) relaxin receptor antagonism. Q9HBX9. HEK293-RXFP1, relaxin-stimulated cAMP HTRF, 30 min; hits give low values. activity change, negative = inhibition, % at 57.5 µM. 0.59% of 350,000 active;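 active = activity change of -60% or lower, but not beyond a set lower limit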; note: % is set by controls: 0 for no effect and ±100 for the full control effect
TRHR enhancer: TRH receptor (human) allosteric enhancement; P34981; 0.66% of 360,000 active; TRHR cells, fluo-8 calcium fluorescence, EC20 TRH enhancement; AID 493056; enhancement, % at 2 µM; in the data active = enhancement above about 30%; note: 0% is about no effect
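Enhancer read-out: after compound pinning and an initial kinetic agonist-mode read, an EC20 of TRH (10 nM final) was injected and fluo-8 calcium signal (Ex 480/Em 530) followed at 1 s/cycle for 100 cycles in TRHR-expressing cells.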
D2 antagonist: antagonists of human D2 dopamine receptor. P14416. HEK293 TREx D2 cells, calcium flux, dopamine EC80. inhibition, % at 10 µM. 2% of 340,000 active; in the data active = inhibition above about 30%; note: 0% is about no effect
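Antagonism is scored as inhibition of an EC80 dopamine-evoked calcium signal in a force-coupled, tetracycline-inducible HEK293 T-REx D2 line, with compound present 180 s before agonist.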
TRHR agonist: agonists of human TRH receptor; P34981; TRHR cells, calcium flux fluo-8, FDSS agonist mode; activation, % at 2 µM; 0.18% of 360,000 active; AID 493084; note: 0% is about no effect
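In this calcium-flux screen, cells bearing human TRHR are dye-loaded with fluo-8, baselined for 10 cycles, then exposed to library compounds; positive kinetic calcium responses during the agonist phase mark hits, with TRH as control.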
D1 ag: activates the human D1 dopamine receptor. P21728. activation, % at 2 µM. 1% of 360,000 active. HEK293 T-REx D1 cells, calcium flux, agonist mode; note: 0% is about no effect
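Tetracycline-induced HEK293 TREx D1 cells, force-coupled to calcium signalling, were dye-loaded with a no-wash calcium kit. Compound was pin-added after a 10 s baseline. Fluorescence was read kinetically at 1 cycle/s for 180 s, with calcium rises flagged as agonism.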
Starred values were filed as active, the others as inactive; . = not tested or not shown. Cut-off read from the data, not from the text of the source, unless noted: active = activation above about 30%; inactive = the rest. No enrichment for hits, and some 7.1% of all compounds hit somewhere here.

SMILES	D1 potentiator	D1 antag	D2 ag	D2 potentiator	RXFP1 antagonist	TRHR enhancer	D2 antagonist	TRHR agonist	D1 ag
O=C(Nc1ccccc1)Nc1nnc(-c2ccccc2)o1	0	16	0.2	11	-10	13	-25	-0.4	2
COC(=O)c1ccc(-c2noc(CN3CCCC(CNC(C)=O)C3)n2)cc1 (stereo not drawn)	7	18	0.2	13	-7	-1	-24	-0.5	1
CCCN(C(=O)CSCC(=O)Nc1cccc(C)c1)c1c(N)n(Cc2ccccc2)c(=O)[nH]c1=O	2	6	-0.4	11	-9	-6	-14	-0.3	1
O=C1CCc2cc(S(=O)(=O)Nc3cccc(F)c3)cc3c2N1CC3	-10	-7	-0.1	14	6	10	-22	0.0	6
CCC(C)C(=O)Nc1cc(Cl)ccc1C(=O)O (stereo not drawn)	1	12	.	.	13	2	.	0.8	2
CCN1C(=O)/C(=C2\SC(=S)N(NC(=O)c3cccnc3)C2=O)c2ccccc21	2	10	1.7	7	1	-2	-2	0.9	0
CC(C)(C)NC(=O)C(c1ccco1)N(Cc1ccc(F)cc1)C(=O)c1snc(C(N)=O)c1N (stereo not drawn)	2	-10	0.6	-1	1	-5	3	-1.0	1
Cc1nc2sc(-c3ccccc3)cc2c(=O)n1-n1cccc1	-2	-15	0.1	-8	-1	-4	-23	0.1	9
N#Cc1c[nH]n2c(NC3CCCCC3)c(-c3ccc(F)cc3)nc12	5	6	-0.2	2	0	11	.	-0.3	0
CCCOC(=O)C1=C(C)NC(=O)NC1c1cc2c(cc1Br)OCO2 (stereo not drawn)	-5	21	-1.2	9	-28	3	7	-0.6	3
CCN1CCN(C(=O)CN(C)S(=O)(=O)c2ccc3ccccc3c2)CC1	-2	-16	-1.5	-7	-9	-1	0	-0.6	2
COC(=O)c1cn(NC(=O)Cn2nc([N+](=O)[O-])c(Cl)c2C)c(=O)c2ccccc12	0	1	-0.3	-1	-6	1	12	1.2	-1
COc1ccc(C2CC(c3ccccc3)=NN2c2ccccc2)c(C(=O)O)c1OC (stereo not drawn)	-6	-16	0.0	-4	2	-2	-4	0.6	-5
CSCCC(NC(=O)C1CCC(C)CC1)C(=O)OCC(=O)c1ccc(Cl)cc1 (stereo not drawn)	-12	-19	-0.3	-23	2	-3	2	-0.8	0
CC(=O)N1CCc2c(sc3c2c(=O)n(-c2ccc(F)cc2)c(=O)n3Cc2ccc(C#N)cc2)C1	4	-6	-0.4	1	.	1	.	-0.3	-1
Cc1ccccc1OCc1nc2c3cnn(-c4ccccc4F)c3ncn2n1	1	4	-0.8	-3	-2	9	.	0.6	5
Cc1ccc(S(=O)(=O)c2nc(Nc3ccccc3C#N)sc2Cl)cc1	0	-18	-0.8	-11	-4	-1	-1	-0.5	5
Oc1ccc(-c2[nH]ncc2-c2cccc3cccnc23)c(O)c1	-1	3	-0.8	5	-16	-3	7	-1.2	-1
CCN(CC)c1ccc2cc(/C(N)=N/NC(=O)c3cccs3)c(=O)oc2c1	3	-11	21	-5	.	-4	-4	25	30*
c1ccc(-c2ccccc2OCCCCN2CCCCC2)cc1	-6	-8	0.0	-21	-23	-1	75*	-1.2	9
COc1ccc(NC(=O)CSC2=Nc3ccccc3C3=NC(CC(=O)NCCc4ccccc4)C(=O)N23)cc1 (stereo not drawn)	-2	5	.	-10	-10	22	.	0.0	3
COc1ccc2cc(C(=O)Nc3ccc(F)cc3)sc(=O)c2c1OC	-7	-12	0.1	-17	-11	-5	28	0.2	2
O=C(NCc1ccc(F)cc1)c1cnc(-c2ccccn2)nc1C(F)(F)F	0	6	0.4	2	0	-2	19	-0.1	1
CCOC(=O)c1nn(-c2ccc(Cl)cc2)c2nc(-c3ccc(C)cc3)c(C#N)c(=O)n12	-3	-22	-0.2	3	-10	4	1	0.2	0
Cc1nc2ccccc2c(=O)n1/N=C/c1ccc(N(C)C)cc1	3	8	0.0	-1	6	3	11	-0.3	-2

Remaining list, next part.
SMILES	D1 potentiator	D1 antag	D2 ag	D2 potentiator	RXFP1 antagonist	TRHR enhancer	D2 antagonist	TRHR agonist	D1 ag
CC(OC(=O)Cn1[nH]c(=O)c2ccccc2c1=O)C(=O)Nc1cccc(Cl)c1 (stereo not drawn)	1	1	0.6	-1	2	2	10	0.0	0
COc1ccccc1N1CCN(C(=O)CSc2nc3ccccc3nc2N2CCCCC2)CC1	8	20	-0.6	10	-11	-1	-11	0.2	4
O=C(Cn1cnc2sc(-c3ccccc3)cc2c1=O)NCCc1ccccc1	-4	-4	.	-18	-2	0	.	0.7	1
CC(c1ccccc1)C1CC(=O)N(Cc2ccco2)C1=O (stereo not drawn)	-1	-15	0.9	3	1	-1	8	-0.1	1
CCn1c(SCC(=O)NC2CCCC2)nnc1C(C)NC(=O)c1ccccc1Br (stereo not drawn)	-6	6	1.4	11	-27	1	26	0.4	2
O=C(CSc1nnc(Cn2c(=O)sc3ccccc32)n1CCc1ccccc1)N1CCCC1	-4	10	-0.3	-3	-11	-9	-11	-0.3	2
Cc1ccc(C2C3=C(CC(C)(C)CC3=O)OC3=C2C(=O)CC(C)(C)C3)cc1	-6	5	-1.0	3	-6	6	6	-0.5	0
O=C(CCC(=O)OCC(=O)c1cccc([N+](=O)[O-])c1)NC1CCCCC1	-1	-9	.	.	2	-4	.	0.7	0
O=C(Cn1c(=O)c(CNc2ccccc2)cc2cc3c(cc21)OCCO3)Nc1ccccc1Cl	1	5	1.0	-6	-9	16	.	2.3	0
Oc1ccc2ccccc2c1Br	-5	2	3.5	-1	.	0	8	0.4	8
Cc1cccc(NC(=O)c2cc3c(=O)n4ccccc4nc3s2)c1	-6	-23	1.7	.	3	1	1	-0.4	-1
Cc1ccc2c(=O)cc(C(=O)Nc3ccc(S(=O)(=O)N4CCC(C)CC4)cc3)oc2c1C	0	-2	1.0	-5	-1	4	.	0.3	0
Cc1ccc(S(=O)(=O)c2nc(-c3ccc(F)cc3)oc2N2CCOCC2)cc1	-4	-2	0.0	11	-5	6	13	1.3	3
Cc1ccc(C(=O)OCc2cc3ccccc3[nH]c2=O)cc1	3	6	0.7	-1	-2	38*	4	-0.2	1
CCOC(=O)c1nn(-c2ccc(C)cc2)c(=O)cc1OCC(=O)Nc1cccc(OC)c1	-6	-58*	0.2	-1	-1	-5	5	-0.3	4
COc1ccc(N2CCN(C(=O)Cc3ccc(C)cc3)CC2)cc1	-8	-7	0.0	2	1	-3	5	-0.5	-1
Cc1ccc(N(CC(=O)N=Nc2c(O)[nH]c3ccccc23)S(C)(=O)=O)c(C)c1	-10	-5	0.2	0	-11	-4	0	0.1	1
COc1cccc(S(=O)(=O)NCc2ccc(C(=O)N3CCN(C)CC3)cc2)c1	1	16	1.3	14	3	-2	-4	-0.1	1
Cc1ccc(-n2ncc3c(N4CCN(C)CC4)ncnc32)cc1Cl	-2	-21	-0.4	0	-6	-2	.	0.9	13
CCOC(=O)C(Cc1c[nH]c2ccccc12)NC(=O)c1ccco1 (stereo not drawn)	-5	-18	-1.5	4	-11	3	-27	-0.2	5
COc1cc(OC)cc(C(=O)Nc2ccc3oc(-c4ccc(Cl)cc4)nc3c2)c1	0	3	0.9	.	4	-4	.	0.5	0
COc1ccc(S(=O)(=O)N2CCCCC2)cc1NC(=O)c1ccco1	0	-10	0.4	6	-18	4	6	0.5	2
O=C(NCCCCc1ccccc1)c1ccccc1	-4	-19	-0.7	8	-18	-3	18	-1.3	1
Cc1ccc(NC(=O)C(=O)NCC2CCN(C(=O)c3cccc([N+](=O)[O-])c3)CC2)cc1	-4	-11	-0.4	-6	5	-4	-1	-1.1	2
COc1ccc(NC(=O)Nc2cccc3ccccc23)cc1S(N)(=O)=O	7	18	-0.3	-4	-5	1	5	-0.4	1

Continued.
SMILES	D1 potentiator	D1 antag	D2 ag	D2 potentiator	RXFP1 antagonist	TRHR enhancer	D2 antagonist	TRHR agonist	D1 ag
C=CCNC(=O)c1onc(CSc2nc3ccccc3[nH]2)c1C(=O)NCC=C	-6	-3	.	.	.	-6	.	-0.9	2
O=C(NC1CCCC1)C1CC(=O)N(CCc2ccccc2)C1 (stereo not drawn)	-4	14	0.2	14	3	-4	5	2.5	5
Cc1cc(NC(=O)CSc2nnc(-c3ccco3)n2C)no1	-2	4	-0.3	7	4	2	6	-0.4	1
O=C(CCC(=O)N1CCSc2ccccc21)NCc1ccccc1Cl	-6	-14	0.2	.	-9	0	.	0.0	9
COc1ccccc1NS(=O)(=O)c1cccc(C(=O)NCC(c2ccc(F)cc2)N2CCOCC2)c1 (stereo not drawn)	4	-2	-0.2	-8	-19	-4	-17	-0.4	0
Cc1cc(C)c(-c2cc(NC(=O)COC(=O)c3ccc(C#N)cc3)n(-c3ccccc3)n2)cc1C	-1	0	1.4	12	1	5	8	0.6	3

Screens from PubChem BioAssay.
